High-throughput results from PubChem.
Nrf2 block: blocks Nrf2 signaling; A549 ARE-Fluc reporter, luciferase luminescence, 18-24 h; Potency, µM (highest dose often 46 µM), without a hit: at the highest dose activity change, negative = inhibition, usual class: inhibitors; hit rate 2.1% among 360,000; further: potency means the concentration at half of the fitted maximal effect; on the % scale 0 is the no-effect control and ±100 the full control effect; nearly all actives have a fitted effect of over 60% in size
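Nrf2 function is reported as luminescence of an ARE-controlled luciferase in A549 cells. Compounds were tested at several concentrations, and a CellTiter-Fluor read on the same wells flagged cytotoxicity.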
S2 tox: reduces viability in counter-screen for ATXN expression inhibitors; S2 cells (HEK-293 line with an ATXN2-luciferase reporter) viability, CellTiter-Fluor protease fluorescence, 24 h; Potency, µM (doses to about 56.7 µM), usual class: cytotoxic; hit rate 0.49% among 400,000; AID 651635; further: potency means the concentration at half of the fitted maximal effect; nearly all actives have a fitted effect of over 40% in size
Nrf2 ARE act: activates Nrf2 signaling; AREc32 ARE-luciferase reporter (MCF7-derived line), luminescence, 24 h; Potency, µM (doses to about 46.1 µM), inactives show at the top dose activation, most hits filed as activators; hit rate 0.31% among 410,000; AID 624171; further: potency means the concentration at half of the fitted maximal effect; % of control where 0% means no effect; nearly all actives have a fitted effect of over 65% in size
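AREc32 cells carrying an ARE-driven firefly luciferase reporter were seeded at 1000 cells/well in OPTI-MEM with 5% FBS, then exposed to compound for 24 hr at 37 deg C. Luminescence was read with Steady-Glo after 30 min at RT.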
A549 tox: A549 cytotoxicity, counter-screen for Nrf2 inhibitors; hit rate 0.16% among 390,000; Potency, µM (top dose mostly 46 µM), inactives show at the top dose activity change, negative = cytotoxicity, actives largely listed as inhibitors; A549 ARE-Fluc cells, CellTiter-Fluor viability, 18-24 h; AID 504648; further: potency means the concentration at half of the fitted maximal effect; on the % scale 0 is the no-effect control and ±100 the full control effect
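A549 ARE-Fluc cells in 5% FBS OPTI-MEM, 5000 cells/well, rested 2 h then exposed to compounds in concentration-response for 18-24 h at 37 °C. Viability by CellTiter-Fluor fluorescence (Ex 405/Em 525) after 30 min; luciferase luminescence (BugLite, 15 min, RT) read afterwards.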
TGFb SMAD3 inh: blocks TGF-b signaling. Potency, µM (titrated, usually from 46.1 µM), inactives show at the top dose activity, negative = inhibition, usual class: inhibitors. HepG2 CAGA-GFP TGF-b/SMAD3 reporter, GFP fluorescence, 18 h; TGF-beta stimulated, 500 pg/mL final. hit rate 1.2% among 410,000; further: potency means the concentration at half of the fitted maximal effect; on the % scale 0 is the no-effect control and ±100 the full control effect; nearly all actives have a fitted effect of over 65% in size
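Cell-based qHTS in HEPG2 carrying a CAGA-GFP Smad reporter; compounds added before 500 pg/mL final TGF-beta, 18 h incubation at 37 degrees C, GFP fluorescence quantified per cell by imaging cytometry.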
HepG2 tox: HepG2 cytotoxicity, counter-screen for TGF-b inhibitors; Potency, µM (doses to about 46.1 µM), without a hit: top-dose activity change, negative = cytotoxicity, most hits filed as cytotoxic; hit rate 0.76% among 410,000; AID 588856; HepG2 CAGA-GFP viability, ATP luminescence, 18 h; further: potency means the concentration at half of the fitted maximal effect; some results filed as inactive show a strong effect at the top dose
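CellTiter-Glo luminescence gave cytotoxicity after 18 hours at 37 degrees C. The cells were HepG2 CAGA-GFP in 1% FBS DMEM, stimulated with 500 pg/mL TGF-beta after compound addition. %Activity was normalised to no-cell wells (complete cell-killing) and DMSO (no toxicity), and curves were fitted and classified.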
MCF10A rereplic: inducers of DNA re-replication in MCF 10A breast cells; hit rate 2.9% among 350,000; MCF 10A DNA re-replication, Hoechst nuclear intensity, 48 h; Potency, µM (series often up to 46.1 µM), inactives show top-dose activity, positive = re-replication, usual class: activators; further: potency means the concentration at half of the fitted maximal effect; % of control where 0% means no effect; nearly all actives have a fitted effect of over 50% in size
IL-1B inflam inh: inflammasome signaling inhibition, IL-1 beta readout; THP-1 LPS/ATP IL-1B secretion, AlphaLISA, 16 h; hits give low values; activity change, % at 57.5 µM; hit rate 4.7% among 360,000; in the data active means activity change below about -50%; inconclusive means mostly about -30% to -49%; further: on the % scale 0 is the no-effect control and ±100 the full control effect
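Secreted IL-1B measured by AlphaLISA bead assay after 16 h compound exposure of THP-1 cells; compounds (final up to 57.5 uM) added 1 h before LPS (250 ng/mL) and ATP (1.25 mM) stimulation; lower signal means less secretion.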
ATXN2 expr inh: ATXN2 expression inhibition | HEK-293 ATXN2-luciferase reporter, luminescence, 24 h | hit rate 0.72% among 360,000 | AID 1745845 | Potency, µM (doses to about 57 µM), for inactives: at the top dose activity change, negative = inhibition, actives largely listed as inhibitors; further: potency means the concentration at half of the fitted maximal effect; on the % scale 0 is the no-effect control and ±100 the full control effect; nearly all actives have a fitted effect of over 55% in size
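qHTS (up to 57 uM final) was run with 24 h compound exposure of reporter cells at 37 °C. Each well was multiplexed: SteadyGlo luminescence measured ATXN2-luciferase expression after a fluorogenic Gly-Phe-AFC viability readout (25 uM final).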
Starred values were filed as active, the others as inactive; i = inactive; ? = inconclusive; . = no result given; [ ] = dose if it differs, or a comment. Unless noted, the call rests on the fitted dose curve; in most records, active means well fitted curve in the direction sought with a large enough effect; inconclusive means small, poorly fitted or top-dose-only effect, or another doubt; inactive means no such curve, though single readings can be large; an effect the other way counts as inactive or inconclusive.

Start of the data: the first 3 records, to show the layout:
SMILES	Nrf2 block	S2 tox	Nrf2 ARE act	A549 tox	TGFb SMAD3 inh	HepG2 tox	MCF10A rereplic	IL-1B inflam inh	ATXN2 expr inh
COc1ccccc1C(=O)NCC(=O)NNC(=O)C1COc2ccccc2O1 (stereo unspecified)	-16%	i	-0.6%	-2%	-3%	-1%	-1%	-5	-3%
CCOc1ccc(-c2cc(C(F)(F)F)c(C#N)c(SCC(=O)Nc3ccccc3)n2)cc1	0%	i	4.6%	1%	74%[activator]	2%	.	.	16%
Cc1ccc(NC(=O)C2CC(c3ccc(F)cc3)=NO2)cc1 (stereo unspecified)	.	i	-0.5%	-2%	2%	-1%	-4%	20	3%

Results, from the start:
SMILES	Nrf2 block	S2 tox	Nrf2 ARE act	A549 tox	TGFb SMAD3 inh	HepG2 tox	MCF10A rereplic	IL-1B inflam inh	ATXN2 expr inh
COc1ccccc1C(=O)NCC(=O)NNC(=O)C1COc2ccccc2O1 (stereo unspecified)	-16%	i	-0.6%	-2%	-3%	-1%	-1%	-5	-3%
CCOc1ccc(-c2cc(C(F)(F)F)c(C#N)c(SCC(=O)Nc3ccccc3)n2)cc1	0%	i	4.6%	1%	74%[activator]	2%	.	.	16%
Cc1ccc(NC(=O)C2CC(c3ccc(F)cc3)=NO2)cc1 (stereo unspecified)	.	i	-0.5%	-2%	2%	-1%	-4%	20	3%
Cc1ccc(Nc2c(F)c(F)c(F)c(F)c2C(=O)O)c(C)c1	?	i	1.1%	3%	-25%	-28%	?	-2	-31%
Cc1ccccc1OCCNC(=O)/C=C/c1ccccc1	13%	i	0.1%	9%	6%	-2%	9%	-12	25%
O=C(CSc1ccccn1)Nc1cccc(S(=O)(=O)N2CCCC2)c1	9%	i	0.0%	-1%	-23%	-21%	-3%	1	-14%
CC(C)c1nc(NCC2CCCO2)c(C#N)c2c1COC(C)(C)C2 (stereo unspecified)	-11%	i	-0.2%	-2%	-17%	-9%	13%	18	0%
Cn1cccc1C(=O)C(=O)Nc1ccccc1C(F)(F)F	-6%	i	0.0%	5%	5%	-4%	-2%	-14	0%
COc1cccc(-c2c(NC(C)=O)n(C)c3ccccc3c2=O)c1	-7%	i	0.1%	-2%	-9%	-4%	-5%	4	-7%
C/C(CC(=O)Nc1ccc2ccccc2c1)=N\NC(=O)c1cnccn1	16%	i	3.9%	-8%	-13%	3%	18%	?	30%
CC1Sc2ccc(S(=O)(=O)N3CCC(C(=O)NCc4ccco4)CC3)cc2NC1=O (stereo unspecified)	-4%	i	3.4%	-8%	-28%	-30%	5%	0	1%
Cc1ccc(Cl)cc1Nc1nc(-c2sc(NC(=O)c3ccco3)nc2C)cs1	?	i	-0.1%	-16%	3%	-30%	21µM*	-19	6%
Cc1cc(C)nc(N/N=C/c2ccccc2OCc2ccc([N+](=O)[O-])cc2)n1	4%	i	3.3%	4%	-26%	-24%	6%	-4	1%
O=C(NC(=S)Nc1ccc(CN2CCOCC2)cc1)c1ccc(-c2ccc(Cl)cc2)o1	3%	i	-0.1%	1%	-4%	-3%	9%	0	.
CN(Cc1cc(=O)n2ccsc2n1)Cc1nc2ccccc2c(=O)[nH]1	?	i	-0.1%	-2%	-2%	2%	-2%	0	0%
COc1ccccc1NC(=O)c1cn(C)c(=O)c2cc(OC)c(OC)cc12	-1%	i	-0.3%	-4%	6%	-2%	?	-2	2%
Cc1ccc(Cn2c(SCC(=O)NCc3ccc(Cl)cc3)nc3ccsc3c2=O)cc1	1%	i	0.2%	6%	2%	-14%	.	.	-3%
Cc1ccc(OCCn2nnc3ccccc32)cc1C	16%	i	0.2%[9.22 µM]	0%	9%	-2%	-8%	?	59%[activator]
CN(C)S(=O)(=O)c1ccc(Cl)c(C(=O)OCC(=O)NC(=O)c2cccn2C)c1	-1%	i	-1.3%	2%	-12%	-6%	-1%	0	5%
COc1ccc(C2Nc3ccccc3-c3cc(C)nn32)c(OC)c1 (stereo unspecified)	.	?	-0.1%	-2%	-5%	-4%	.	.	1%
Cc1ccc(-c2csc(NC(=S)NC(=O)c3ccco3)n2)cc1	34%	i	?	0%	1%	17%	-7%	6	2%
COc1cc(/C=N/N(C)c2ccccc2)ccc1O	?	i	4.1%	-11%	1%	-16%	11%	?	103%[activator]
Nc1ccn([C@@H]2O[C@H](CNCc3ccc(OCC(=O)Nc4nccs4)cc3)[C@@H](O)[C@H]2O)c(=O)n1	.	i	-1.1%	.	2%	-5%	.	30	1%
Cc1cc(N2CCOCC2)nc2ccc(Cl)cc12	?	i	4.1%	1%	18%	0%	3%	-2	59%[activator]
COc1ccccc1NC(=O)c1ccc(Br)o1	?	i	6.5%	13%	-3%	-10%	?	-6	19%

Seven compounds from above, reduced to TGFb SMAD3 inh and S2 tox:
| canonical_smiles | TGFb SMAD3 inh | S2 tox |
| --- | --- | --- |
| C/C(CC(=O)Nc1ccc2ccccc2c1)=N\NC(=O)c1cnccn1 | -13% | i |
| CC1Sc2ccc(S(=O)(=O)N3CCC(C(=O)NCc4ccco4)CC3)cc2NC1=O (stereo unspecified) | -28% | i |
| Cc1ccc(Cl)cc1Nc1nc(-c2sc(NC(=O)c3ccco3)nc2C)cs1 | 3% | i |
| Cc1cc(C)nc(N/N=C/c2ccccc2OCc2ccc([N+](=O)[O-])cc2)n1 | -26% | i |
| O=C(NC(=S)Nc1ccc(CN2CCOCC2)cc1)c1ccc(-c2ccc(Cl)cc2)o1 | -4% | i |
| CN(Cc1cc(=O)n2ccsc2n1)Cc1nc2ccccc2c(=O)[nH]1 | -2% | i |
| COc1ccccc1NC(=O)c1cn(C)c(=O)c2cc(OC)c(OC)cc12 | 6% | i |

Next section.
SMILES	Nrf2 block	S2 tox	Nrf2 ARE act	A549 tox	TGFb SMAD3 inh	HepG2 tox	MCF10A rereplic	IL-1B inflam inh	ATXN2 expr inh
CCCCOc1ccc(NC(=S)Nc2cc(C)nc(SCCCC)n2)cc1	10%	i	7.1%	14%	-1%	7%	18%	11	-6%
COc1ccc(/C(=C\Nc2ccc(C)c(C)c2)C(C)=O)cc1OC	?	i	-0.6%	-3%	?	-14%	-7%	?	-21%
COc1cccc(CNC(=O)CCc2c(C)nn(-c3ccc(N4CCOCC4)nn3)c2C)c1	?	i	-0.2%	-4%	?	-12%	.	.	4%
CCC(=O)N1CCc2cc(S(=O)(=O)N3CCN(c4cc(C)ccc4C)CC3)ccc21	5%	i	0.3%	1%	-4%	6%	-1%	36	-2%
CN1CCN(c2ncnc3c2c(-c2ccccc2)cn3-c2ccc(F)cc2)CC1	3%	i	5.6%	-14%	?	4%	?	-207*	.
CCOc1ccc(CCNC(=O)COC(=O)CCC(=O)c2cccs2)cc1OCC	10%	i	0.2%	2%	-5%	-3%	6%	-7	-11%
CCCCC(=O)N1CCc2cc(OC)c(OC)cc2C1COc1ccc(OC)cc1 (stereo unspecified)	.	i	5.4%	-11%	-2%	-26%	.	.	-14%
Cc1ccc(C(=O)Nc2ncccc2C)o1	15%	i	-0.2%	0%	-3%	1%	1%	-6	6%
CC(=O)C1=CCC(c2ccccc2)N(S(=O)(=O)c2ccc(Cl)cc2)C1 (stereo unspecified)	.	i	29%	.	?	-14%	.	?	-29%
COc1cc2c(cc1NC(=S)Nc1cccc(C)c1)oc1ccccc12	.	i	2.8%	27%	-1%	-25%	?	-3	-2%
CCC(=O)NC(=S)Nc1ccc(N2CCN(C(=O)c3ccc(Cl)cc3)CC2)cc1	-16%	i	1.2%	-7%	?	-22%	6%	-9	-27%
COc1ccc(Nc2c3c(nc4ccc(NC(=O)/C=C/c5cccc(OC)c5OC)cc24)CCCC3)cc1OC	-4%[9.27 µM]	.	-3.7%	?	3.5µM*	-93%	.	.	.
CCCCNC(=S)N1CCN(c2ccc(C(C)=O)cc2)CC1	-12%	i	0.7%	1%	-1%	3%	-3%	?	4%
CC(NS(=O)(=O)c1ccc(Br)cc1)C(c1cccs1)N1CCN(C)CC1 (stereo unspecified)	18%	i	-0.4%	17%	-1%	-20%	2%	-9	-10%
CCN1CCN(c2oc(-c3ccc(OC)cc3)nc2C#N)CC1	.	i	0.2%	0%	-3%	3%	12%	-8	-6%
Cc1cccc(CCNC(=O)c2oc3c(C)c(C)ccc3c2C)n1	-3%	i	-0.7%	11%	3%	-16%	12%	0	.
CCN(CC)C(=O)CSc1nc2ccccc2n1CC(=O)N1CCN(c2ccccc2OC)CC1	-20%	i	-0.3%	-14%	-8%	-12%	-1%[9.22 µM]	-9	-16%
Cc1nn(C)c(C)c1NS(=O)(=O)c1cccc(Br)c1	-19%	i	-0.8%	-1%	7%	-16%	-2%	13	-17%
O=C(COc1ccc(Cl)cc1Cl)NN1C(=O)C2C3C=CC([C@@H]2C1=O)C31CC1 (stereo partly specified)	-30%	i	-0.3%	1%	0%	6%	-1%	0	-3%
CCOC(=O)C1=C(C)NC(C)=C(C(=O)OCC)C1c1cccc(C)n1	-22%	i	-0.3%	-5%	16%	9%	2%	-2	5%
C=Cn1cc[n+](CC(=O)c2ccc(Br)s2)c1	-18%	i	0.1%	-7%	33%	11%	0%	-6	.
N#Cc1cc(C#N)c(N2CCN(c3ccccn3)CC2)nc1N	.	i	2.4%	25%	9%	2%	-18%	31	71%[activator]
Cc1cc(NC(=O)CCC(=O)N(c2ccccc2)C(C(=O)NC2CCCC2)c2ccc(F)cc2)no1 (stereo unspecified)	-19%	i	-0.4%	-1%	-3%	3%	3%	-4	3%
O=C(Cn1c(CO)nc2ccccc21)Nc1cc(C(F)(F)F)ccc1N1CCOCC1	-6%	i	-0.1%	0%	0%	33%	-6%	6	-4%
